All columns: NCI-60 one-dose screen, growth in % after 48 h at 10 µM unless noted; 100 = growth as untreated, 0 = no growth, -100 = all killed.
HOP-62: HOP-62 NSCLC; AID 1794735; 80,000 compounds, 3.9% hits
RPMI-8226: RPMI-8226 leukemia cells; 77,000 compounds, 7.5% hits
CCRF-CEM: CCRF-CEM leukemia; 77,000 compounds, 7% hits; AID 1794778
MOLT-4: MOLT-4 leukemia cells. 80,000 compounds, 6.9% hits. AID 1794779
MDA-MB-468: MDA-MB-468 breast cancer; 78,000 compounds, 8.5% hits
MDA-MB-435: MDA-MB-435 melanoma; 82,000 compounds, 7.8% hits; AID 1794794
SR: SR leukemia cells | 73,000 compounds, 8.7% hits | AID 1794780
K-562: K-562 leukemia | 78,000 compounds, 7.4% hits | AID 1794777
An asterisk follows results filed as active; . = no result given; & = joins results of further samples; [ ] = remark or other dose. Rule for the calls: active = growth percent below 10; inactive = the rest.

SMILES	HOP-62	RPMI-8226	CCRF-CEM	MOLT-4	MDA-MB-468	MDA-MB-435	SR	K-562
CC1CCCCCCC1OC(=O)c1ccccc1C(=O)O (centres undefined)	109	96	92	97	98	106	97	93
COc1ccc(N2CCN(c3nc(-c4ccccc4)c(C#N)c(=O)[nH]3)CC2)cc1	92	91	80	93	98	111	90	88
CCc1ccccc1NC(=O)/C(C#N)=C/c1ccc(Cl)cc1	101	84	62	93	99	117	.	102
CC(=O)N1CCOC12CCN(Cc1ccccc1)CC2	111	104	96	105	124	118	89	121
Nc1[nH][nH]c(=O)c1N=Nc1ccccc1	105&104	110	108	100&121	98&105	100&103	99&125	92&137
C/C(=N\NC(=O)/C=C/CC(=O)O)c1nnn(-c2ccc([N+](=O)[O-])cc2)c1C	104	101	109	105	100	103	95	103
Cc1ccc(NC(=O)/C=C/c2ccc(OCCOc3ccc4c(C)cc(=O)oc4c3)cc2)cc1	102	103	100	103	107	99	82	99
O=C(Nc1ccc(-c2nc3cc4ccccc4cc3[nH]2)cc1)c1cccc(Br)c1	50	23	77	85	48	30	76	27
CCCCCCCCN(CCCCCCCC)CCCCCCCCCN1CCCc2cc(OC)ccc21	85	66	86	86	62	104	77	80
CC(C)c1cccc(O)c1O	96	.	91	79	108	102	90	95
COc1cc(CNC(=O)CSc2nc3ccccc3c(=O)n2Cc2cc(OC)c(OC)c(OC)c2)cc(OC)c1OC	94	102	96	93	92	103	123	.
Nc1cc(Br)ccc1Br	103	120	108	109	112	112	112	101
Cc1ccc2c(C3NNC(=S)N3)cc(=O)oc2c1 (centres undefined)	102	76	53	109	98	96	60	97
COc1cc(C2CC(C3C(=O)N(C)C(=O)N(C)C3=O)=NN2c2cc(Cl)cc(Cl)c2)cc(OC)c1OC (centres undefined)	90	86	88	89	84	98	95	88
Cc1csc(NC(c2ccccc2)c2cn(C)c3ccccc23)n1 (centres undefined)	93	65	87	77	88	95	86	68
CC(C)(C)NC1=NCCNC(c2ccccc2)=C1	98	97	83	90	91	106	88	97
CC(=O)CN1CCCCC1	95	102	105	99	109	103	109	97
CCOc1ccccc1Nc1nc(-c2c(C)nc3sccn23)cs1	76	58	56	63	27	29	.	25
C[C@H]1[C@H]2C3=CC[C@@H]4[C@@]5(C)CCC(=O)C(C)(C)[C@@H]5CC[C@@]4(C)[C@]3(C)CC[C@@]2(C(=O)N2CCN(C)CC2)CC[C@@H]1C	87	72	80	60	64	86	53	79
CCc1nc(NC(C)(C)C)c2cnn(-c3ccccc3)c2n1	73	72	69	73	86	103	.	44
COc1ccc(N2C(=O)[C@@H](O)[C@H]2/C=C/c2ccccc2)cc1	99	102	106	111	94	103	105	117
Nc1ncnc2c1nc(N)n2C1OC(CO)C(O)C1O (centres undefined)	-53*	6.0*	1.7*	1.7*	-74*	-80*	-3.1*	19
COc1ccc(-c2cc(Cc3cccs3)c(=O)n(Cn3cnc4c(N)ncnc43)n2)cc1	99	101	89	87	106	115	83	96
CC(=O)c1ccc(OCc2cccc(Cn3ccnc3)n2)c(OCc2cccc(Cn3ccnc3)n2)c1	101	88	101	86	96	101	79	81
BrCCc1ccc(CCCc2ccccc2)cc1	102	85	80	87	111	99	81	93

Reprinted from the part before: six entries, then new ones.
SMILES	HOP-62	RPMI-8226	CCRF-CEM	MOLT-4	MDA-MB-468	MDA-MB-435	SR	K-562
CCc1nc(NC(C)(C)C)c2cnn(-c3ccccc3)c2n1	73	72	69	73	86	103	.	44
COc1ccc(N2C(=O)[C@@H](O)[C@H]2/C=C/c2ccccc2)cc1	99	102	106	111	94	103	105	117
Nc1ncnc2c1nc(N)n2C1OC(CO)C(O)C1O (centres undefined)	-53*	6.0*	1.7*	1.7*	-74*	-80*	-3.1*	19
COc1ccc(-c2cc(Cc3cccs3)c(=O)n(Cn3cnc4c(N)ncnc43)n2)cc1	99	101	89	87	106	115	83	96
CC(=O)c1ccc(OCc2cccc(Cn3ccnc3)n2)c(OCc2cccc(Cn3ccnc3)n2)c1	101	88	101	86	96	101	79	81
BrCCc1ccc(CCCc2ccccc2)cc1	102	85	80	87	111	99	81	93
CS(=O)(=O)CS(C)(=O)=O	92	105	95	88	95	113	90	93
O=C1Nc2ccccc2/C1=C/c1ccc(OCc2ccccn2)cc1	74	36	42	37	38	90	42	41
COc1ccc(-c2nn(-c3cccc(Cl)c3)cc2-c2c(C#N)c(=O)n3nc(-c4ccccc4C(=O)c4ccccc4)[nH]c3c2C#N)cc1	.	.	37	17	82	42	21	44
CCCCCCCC/C=C\CCCCCCCC(=O)OCCCCCCCCCCC	120	117	81	145	108	113	120	136
Cn1c2ccccc2c2nnc(N/N=C/c3ccccn3)nc21	5.0*	-14*	-37*	-22*	-25*	19	8.6*	10
CO[C@@]12[C@@H]3NC3CN1C1=C(C(=O)C(N)=C(C)C1=O)[C@@H]2COC(N)=O (some centres undefined)	.	.	.	.	-14*	35	.	29
O=C(/C=C/Nc1ccc(S(=O)(=O)Nc2ncccn2)cc1)c1ccc(N=Cc2c(O)[nH]c3ccccc23)cc1	108	86	104	109	109	100	82	97
COc1cc(Cn2cc3c(c2-c2cc(OC)c(OC)c(OC)c2)CCCc2cnoc2-3)cc(OC)c1OC	92	69	84	73	87	102	69	84
C[C@H](COc1ccccc1)N(CCCl)Cc1ccccc1	85&97	60&99	78&111	74	72&98	100&106	84&97	79&107
C/C(=N/O)c1ccc(NC(=O)Cn2nc(C(F)(F)F)nc2N)cc1	90	96	90	76	100	105	85	100
CC(C)CSc1nc(N/N=C/c2cc(Cl)ccc2O)c(C#N)c(-c2ccc(F)cc2)n1	98	84	61	87	62	91	76	79
O=C1CCCN1c1ccc([N+](=O)[O-])cc1	86	53	76	67	62	91	64	61
O=C1CCCC=CC[C@H]2C=C(Cl)C(=O)C2=CC[C@H](CCCCC(F)(F)F)OC(=O)CCCC=CC[C@H]2C=C(Cl)C(=O)C2=CC[C@H](CCCCC(F)(F)F)OC(=O)CCCC=CC[C@H]2C=C(Cl)C(=O)C2=CC[C@H](CCCCC(F)(F)F)OC(=O)CCCC=CC[C@H]2C=C(Cl)C(=O)C2=CC[C@H](CCCCC(F)(F)F)O1	113[3.5 µM]	46[3.5 µM]	32[3.5 µM]	78[3.5 µM]	98[3.5 µM]	105[3.5 µM]	51[3.5 µM]	86[3.5 µM]
COC(=O)C1(CC(=O)/C=C/c2ccccc2)NC(=S)NC(=O)C1C#N (centres undefined)	116	100	101	111	101	117	99	104
CCC1=Cc2cc(Cl)ccc2OC12C=Cc1cc(Cl)ccc1O2 (centres undefined)	101	106	107	101	104	106	104	95
OCC(O)C(O)C(O)C(O)CO (centres undefined)	98&99	95	98&96	113&88	102&110	107&114	99&95	109&103
c1ccc(C2CCCCC2)cc1	101	99	.	105	96	98	102	111
COc1ccc2c(c1)[n+](=O)c(C(=O)NCCc1ccccc1)c(C)n2[O-]	100	105	87	100	.	103	79	90
Cc1ccccc1C(=O)Nc1ccccc1	100	105	102	99	111	107	96	108
OCCN(CCO)Cc1cc(OCc2ccccc2)ccc1O	90	107	105	96	106	103	93	108
O=C1CC(c2ccccc2)Cc2nc3ccc(Br)cc3cc21 (centres undefined)	40	50	8.5*	11	0.4*	-40*	13	6.1*
Cc1nc(-c2ccc(Cl)cc2)ccc1-c1nnc(SCC(=O)O)o1	98	106	104	100	96	102	104	105
CCCN1[C@@H]2CC[C@H]1/C(=C\c1ccc(OC)c(OC)c1)C(=O)/C2=C/c1ccc(OC)c(OC)c1	68	9.1*	31	29	18	40	27	.
O=C(Nc1nc2cnc(N3CCOCC3)cc2s1)c1ccccc1	101	85	68	69	104	103	64	89
Cc1cc2c(C(C)C)c(O)c(O)c(C=NCCCS(=O)(=O)O)c2c(O)c1-c1c(C)cc2c(C(C)C)c(O)c(O)c(C=NCCCS(=O)(=O)O)c2c1O	73	47	51	55	65	82	.	45

A few values from above:
`Nc1ncnc2c1nc(N)n2C1OC(CO)C(O)C1O` (centres undefined) @ MDA-MB-435 = -80*
`CCCCCCCC/C=C\CCCCCCCC(=O)OCCCCCCCCCCC` @ K-562 = 136
`OCC(O)C(O)C(O)C(O)CO` (centres undefined) @ MDA-MB-435 = 107&114
`COc1ccc2c(c1)[n+](=O)c(C(=O)NCCc1ccccc1)c(C)n2[O-]` @ MOLT-4 = 100

(list continues)
SMILES	HOP-62	RPMI-8226	CCRF-CEM	MOLT-4	MDA-MB-468	MDA-MB-435	SR	K-562
CCc1nnc(N)s1	107	104	91	96	.	115	.	109
CCOC(=O)c1cnc2ccc(OC)cc2c1Nc1ccc(N2CCN(C)CC2)cc1	99	87	93	99	99	105	86	88
O=C(Nc1ccccc1C(F)(F)F)C1=NCCCCN1	100	100	102	99	95	100	102	94
CCCSc1nc2ccccc2cc1/C=[N+](\[O-])c1ccccc1	66	20	35	54	99	29	.	48
CS(=O)(=O)c1ccc(-n2cc(/C=C/C(=O)c3ccc(NC(=O)CO[N+](=O)[O-])cc3)c(-c3ccc(Cl)cc3)n2)cc1	103	108	107	119	94	104	113	119
O=C(/C=C/c1ccco1)c1ccc(Nc2nc(N3CCCCC3)nc(N3CCCCC3)n2)cc1	108	99	96	97	130	103	119	103
Cc1c2cccnc2c(C)c2c1c1cc(CO)ccc1n2C	31	23	30	23	-49*	23	14	9.3*
NS(=O)(=O)c1ccc(-n2ncc3c(SCCN4CCOCC4)ncnc32)cc1	82	104	92	95	.	97	89	91
CNc1ccc2[nH]c3ccccc3c2c1	95	88	86	97	.	107	81	95
O=C1OCC2=C1C(c1cccc(C(F)(F)F)c1)c1cc3c(cc1N2CCO)OCCO3 (centres undefined)	23	22	9.4*	17	13	-41*	13	9.6*
Cn1c(C#N)ccc1-c1ccc(F)c(NC(=O)c2ccc(F)cc2)c1	76	70	69	48	36	-11*	29	24
CCOC(=O)Nc1c(C)cc(C)cc1C	101	110	105	90	101	99	.	96
O=C(CSc1nnc(-c2ccncc2)n1-c1ccccc1)c1ccccc1	111	79	87	89	85	107	85	81
COc1ccc(C2CC(c3ccc(Nc4nc(NCCO)nc(NCCO)n4)cc3)=NN2C(C)=O)cc1 (centres undefined)	75	107	112	109	93	101	117	107
Clc1cnc(NC2CCNC2)nc1-n1cnc2ccccc21 (centres undefined)	111	112	120	101	112	100	97	97
NS(=O)(=O)c1ccc(C(=O)NNCCC(=O)c2ccccc2)cc1	110	105	111	106	107	96	111	108
N#Cc1cccc(-c2nc3ccccn3c2NCCN2CCOCC2)c1	73	90	93	96	111	102	.	97
COc1ccc(C2Nc3c(c(C(C)(C)C)nn3-c3ccccc3)C(=O)CS2)cc1 (centres undefined)	106	83	84	76	112	106	87	99
C/C(=N\O)c1ccc(OCC(=O)Nc2nc(-c3ccccc3)cs2)cc1	106	104	98	92	102	107	88	102
N=C(N)c1ccc(OCCCCCCCCCCOc2ccc(C(=N)N)cc2)cc1	-77*	-60*	-48*	-61*	-76*	-95*	-60*	-68*
CC(C)(C)C(=O)C1C(=O)c2ccccc2C1=O	82&68	97&96	93&99	94&94	100	98&96	98	108&94
CCCC[C@@H]1N=C(c2ccc(Br)cc2)Nc2nc3ccccn3c2C1=O	94	99	121	99	94	106	.	.
CC(C)(Oc1ccc(Cl)cc1)C(=O)O	93	91	97	92	103	100	91	110
OC1CCCCC1C1(NC(=S)Nc2ccccc2)CCCCC1 (centres undefined)	102	79	93	81	103	107	80	84
C=C1C(=O)O[C@H]2[C@H]1CC/C(COC(=O)/C=C\C(=O)NCc1ccc(Cn3c(=O)sn(-c4ccc(OC)cc4)c3=O)cc1)=C\CC[C@@]1(C)O[C@@H]21	-20*	.	-11*	-26*	-82*	-66*	-27*	0.1*
(next part)
SMILES	HOP-62	RPMI-8226	CCRF-CEM	MOLT-4	MDA-MB-468	MDA-MB-435	SR	K-562
CCN1C(=O)N(CC)C2NN3C(=O)C4(SC3=NC21)C(c1ccccc1F)CN(C)C41C(=O)Nc2ccccc21 (centres undefined)	94	.	101	99	97	103	98	100
CCCCc1ccc(NS(=O)(=O)c2cc3c4c(c2)CCN4C(=O)CC3)cc1	9.0*	22	5.9*	1.6*	-26*	30	3.1*	7.6*
c1ccc(-c2nnc(Cn3c(Cc4cccc5ccccc45)nc4ccccc43)o2)cc1	80	.	84	75	78	89	94	78
CNC(=O)c1cc(N2CCc3c2ccc(NC(=O)Nc2ccc(N4CCOCC4)c(C(F)(F)F)c2)c3F)ccn1	109	64	90	75	105	101	92	32
CCCCC(N)C(O)c1ccccc1 (centres undefined)	108	100	99	96	104	111	86	99
COc1ccc(C(=O)c2cc(OC)c(OC)c(OC)c2)cc1OC(=O)C(Cl)(Cl)Cl	17	18	8.4*	12	36	-13*	6.6*	7.8*
NS(=O)(=O)c1ccc(Nc2nc(SCC(=O)c3ccc(Br)cc3)nc3c2CCC3)cc1	106	90	91	82	90	97	86	87
O=C(O)[C@H](O)[C@@H](O)[C@H](O)[C@H](O)CO	.	120	98	69	108	99	84	.
COc1cc2oc(-c3cccc(NC(=O)c4cc(N)ccc4Cl)c3)cc(=O)c2c(OC)c1OC	111	60	65	73	95	90	83	84
NNC(=O)/C(=C\c1ccc([N+](=O)[O-])cc1)CC(=O)c1ccc(Cl)c(Cl)c1	83	92	81	61	89	97	87	89
Cc1oc(-c2ccccc2Cl)cc1C(=O)Nc1nccs1	88	89	95	101	78	98	113	92
O=C1NC(=O)c2cc(-c3ccccc3)sc2C1=O	71	85	100	93	95	101	99	97

3 of these compounds in another layout.
| SMILES | HOP-62 | RPMI-8226 | CCRF-CEM | MOLT-4 | MDA-MB-468 | MDA-MB-435 | SR | K-562 |
| --- | --- | --- | --- | --- | --- | --- | --- | --- |
| NNC(=O)/C(=C\c1ccc([N+](=O)[O-])cc1)CC(=O)c1ccc(Cl)c(Cl)c1 | 83 | 92 | 81 | 61 | 89 | 97 | 87 | 89 |
| CCCCc1ccc(NS(=O)(=O)c2cc3c4c(c2)CCN4C(=O)CC3)cc1 | 9.0* | 22 | 5.9* | 1.6* | -26* | 30 | 3.1* | 7.6* |
| CCCCC(N)C(O)c1ccccc1 (centres undefined) | 108 | 100 | 99 | 96 | 104 | 111 | 86 | 99 |
